TbHK1 inh = Trypanosoma brucei hexokinase 1 inhibitors, primary screen, biochemical, G6PDH-coupled NADH absorbance, MLSCN library; inhibition, % at 10 µM; actives 0.11% (n = 220,000); hexokinase 1 [Trypanosoma brucei]; AID 1430, 2008; recombinant TbHK1, G6PDH-coupled NADH A340;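 active = inhibition of 50% or more in the single-dose primary screen; inactive = inhibition below 50%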
EBV gp42 block = Epstein-Barr virus gp42 inhibitors, primary screen, biochemical, uHTS, fluorescence polarization; AID 1085, 2008; inhibition, % (tested at 21.74 µM); Fluorescence polarization binding assay, mP read-out; actives 0.42% (n = 220,000); in the data active = inhibition above about 50%
Runt-CBFb FRET = inhibitors of RUNX1 Runt–CBFb binding, primary screen, biochemical, FRET, Cerulean-Runt, Venus-CBFb, uHTS. Runt-related transcription factor 1 (Homo sapiens) + Core-binding factor subunit beta …. Cerulean-Runt/Venus-CBFb FRET ratio 530/480, 1 h. inhibition, % at 20 µM. actives 0.46% (n = 220,000). AID 1496, 2009;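 active = inhibition over about 50% at 20 µM in the single-dose screen, limit read from the data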;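 note: 0% = DMSO wells and 100% = excess unlabeled CBFb competitor control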
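Assay system: Cerulean-Runt domain fusion protein, energy donor; Signal: fluorescence energy transfer, 422 nm excitation, 530/480 nm emission; Timing: 1 h compound exposure, room temperature; Control set: unlabeled CBFb; Medium: Tris buffer pH 7.5 with salts and BSA; Compound: single test concentration of 20 µM, 1% DMSO final; Probe or stimulus: Venus-CBFb 100 nM.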
RBBP9 inh = human RBBP9 inhibitors, primary screen, biochemical, fluorescence polarization, FP-Rh probe, HTS; recombinant RBBP9; inhibition, % at 7.94 µM; actives 0.2% (n = 220,000); Serine hydrolase RBBP9 (Homo sapiens), O75884;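 active = inhibition above the campaign mean of all tested compounds plus 3 SD, cut at about 14% in these data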;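 note: plate controls were DMSO wells with RBBP9 for no effect and wells lacking RBBP9 protein for full effect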
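Test system – recombinant human RBBP9 · Input – RBBP9 2.5 µM in dispensing solution, pre-mixing · Medium – Tris buffer pH 8.0, NaCl, Pluronic · Schedule – preincubation 30 min plus labeling 45 min at 25 °C · Measured by – fluorescence polarization · Measure – % inhibition · Controls – DMSO and no-protein wells · Replicates – one well per compound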
p47phox inh = p47phox/p22phox peptide binding inhibitors, primary screen, biochemical, uHTS, NADPH oxidase regulatory subunit; fluorescence polarization, 2 h; inhibition, % at 24.7 µM; actives 0.53% (n = 220,000);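 active = inhibition above about 30%, limit read from the data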;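 note: 0% = p47phox with labelled peptide and 100% = labelled peptide alone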
Target sequence (P14598 whole entry, looked up): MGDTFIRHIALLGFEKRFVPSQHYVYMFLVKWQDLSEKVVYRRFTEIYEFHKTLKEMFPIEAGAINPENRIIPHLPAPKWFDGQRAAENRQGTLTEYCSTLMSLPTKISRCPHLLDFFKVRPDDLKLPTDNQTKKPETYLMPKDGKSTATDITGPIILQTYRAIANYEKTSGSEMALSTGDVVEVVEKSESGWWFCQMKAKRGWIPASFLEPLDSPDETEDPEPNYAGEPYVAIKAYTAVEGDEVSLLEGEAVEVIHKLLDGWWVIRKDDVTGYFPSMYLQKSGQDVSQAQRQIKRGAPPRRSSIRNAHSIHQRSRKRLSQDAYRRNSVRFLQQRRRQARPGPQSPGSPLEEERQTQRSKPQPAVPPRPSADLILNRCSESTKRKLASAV
p97 ATPase inh = inhibitors of human p97 ATPase, primary screen, biochemical; recombinant p97 ATPase, Kinase-Glo ATP luminescence, 3 h; inhibition, % at 8 µM; actives 0.42% (n = 220,000); in the data active = inhibition above about 15%;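 note: 0% = DMSO vehicle and 100% = wells lacking enzyme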
Runt-SMMHC FRET = inhibitors of RUNX1 Runt–CBFb-SMMHC binding, primary screen, biochemical, FRET, Cerulean-Runt, Venus-CBFb-SMMHC, uHTS | Runt-related transcription factor 1 (Homo sapiens) + Core-binding factor subunit beta … | Cerulean-Runt/Venus-CBFb-SMMHC FRET ratio 530/480, 1 h | inhibition, % at 20 µM | actives 0.74% (n = 220,000);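 active = mean inhibition across duplicate retests at 20 µM reaching about 50%, limit read from the data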;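 note: 0% = DMSO wells and 100% = wells with excess untagged CBFb-SMMHC; inhibitors lower the FRET ratio by blocking Runt binding to CBFb-SMMHC; some results filed as inactive read as strong as hits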
Calpain2 inh = inhibitors of pig calpain II, primary screen, biochemical, fluorogenic peptide substrate, 1536-well; purified calpain II, 30 min; inhibition, % at 16 µM; actives 0.37% (n = 220,000);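 active = inhibition above about 50%, limit read from the data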
Furin inh = human furin inhibitors, primary screen, biochemical, fluorescence intensity | purified furin, fluorogenic substrate cleavage | inhibition, % at 30 µM | actives 0.061% (n = 220,000); in the data active = inhibition above about 25%; note: inactives centre near -15
Target sequence (P09958 108-714 limits assumed): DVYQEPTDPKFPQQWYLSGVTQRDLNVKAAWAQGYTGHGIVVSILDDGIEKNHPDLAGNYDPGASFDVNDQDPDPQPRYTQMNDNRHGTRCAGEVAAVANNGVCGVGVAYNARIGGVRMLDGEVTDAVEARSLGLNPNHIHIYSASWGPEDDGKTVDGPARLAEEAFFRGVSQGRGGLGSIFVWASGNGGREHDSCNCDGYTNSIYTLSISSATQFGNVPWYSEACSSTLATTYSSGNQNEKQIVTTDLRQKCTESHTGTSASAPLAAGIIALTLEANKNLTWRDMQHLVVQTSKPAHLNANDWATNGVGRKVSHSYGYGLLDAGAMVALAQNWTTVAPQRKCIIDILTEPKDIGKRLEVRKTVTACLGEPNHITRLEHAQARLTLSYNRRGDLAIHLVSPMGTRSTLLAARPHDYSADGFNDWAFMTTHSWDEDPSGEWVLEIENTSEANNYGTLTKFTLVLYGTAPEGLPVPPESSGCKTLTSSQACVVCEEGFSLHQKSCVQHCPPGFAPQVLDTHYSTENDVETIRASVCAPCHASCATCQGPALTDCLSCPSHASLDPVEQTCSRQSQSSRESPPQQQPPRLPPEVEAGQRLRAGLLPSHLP
An asterisk follows results filed as active; . = no result given; [ ] = remark or other dose.

TbHK1 inh	EBV gp42 block	Runt-CBFb FRET	smiles	RBBP9 inh	p47phox inh	p97 ATPase inh	Runt-SMMHC FRET	Calpain2 inh	Furin inh
-21	-6	28	CNC(=S)N/N=C/c1ccc(N2CCOCC2)s1	-8	-6	2	8	-108	-4
-7	-7	0	Cc1oc(-c2cccs2)nc1CN1CCN(CC(C)C)C(CCO)C1 (stereo not given)	-2	-9	0	1	-40	-30
5	-18	0	Cc1c2cn[nH]c(=O)c2c(C)n1Cc1ccc(F)cc1	-1	-9	4	5	-27	-25
5	-7	1	CCc1cc2c(NCCC(=O)O)nc(C)nc2s1	-5	1	6	0	-24	-22[20 µM]
-5	6	-1	CCc1ccc(C2CC(c3ccccc3)n3ncnc3N2)cc1 (stereo not given)	-3	-4	-6	-2	19	-11
-15	-10	11	O=C(CSc1nnc2n1CCCN2)c1ccc([N+](=O)[O-])cc1	-4	1	9	0	-26	-16
-4	-17	5	C=CCSc1nnc2c(n1)OC=Nc1ccc(Br)cc1-2	-9	4	2	-2	32	-17[20 µM]
-1	-1	-2	CCN(CC(=O)Nc1cc(C)nn1-c1nc(C)cc(C)n1)Cc1ccccc1	-2	-5	-3	1	8	-16[20 µM]
-2	-10	2	CC[N+](CC)(CC#Cc1ccccc1)CC#Cc1ccccc1	-8	-7	1	0	-14	-13
-14	0	-5	COc1ccc(C)cc1NC(=O)CSc1nnc(CC(=O)Nc2cccc(C(F)(F)F)c2)n1C	-4	-27	-4	1	-15	-7[20 µM]
12	-9	-5	COc1cccc(C(=O)OCC(=O)Nc2cc(C)c(C)cc2[N+](=O)[O-])c1	-1	12	0	-6	-27	-18
3	-17	0	CCCCn1nnnc1SCC(=O)NNC(=O)C1CCCCC1	2	-13	-5	-3	4	-17
-5	-10	1	Cc1cc(NC(=O)c2cnn3c(C(F)F)cc(C4CC4)nc23)no1	-3	-11	2	-4	2	-18[20 µM]
-2	-17	-1	Cc1ccc(N2C(=O)CC(Cc3cccc(C)c3)C2=O)cc1 (stereo not given)	-3	-11	0	-2	2	-26
4	-4	1	O=C(CSc1ccccc1)Nc1cccc(NC(=O)c2ccco2)c1	-4	-9	5	2	-6	-8
-1	-13	-4	Cc1ccc(C(=O)Oc2coc(CSc3nnc(NC(=O)c4cccs4)s3)cc2=O)cc1C	-4	-22	5	-7	-11	-17
-5	-7	37	c1ccc(Cc2nn3c(Cn4cnc5ccccc54)nnc3s2)cc1	-1	-12	0	18	-6	-16[20 µM]
-4	5	1	COc1ccccc1N1CCN(C(=O)NC23CC4CC(CC(C4)C2)C3)CC1	0	-6	2	-2	-1	-22
-2	-6	0	O=C(NC(=S)Nc1ccc2c(c1)OCCO2)c1ccc(F)cc1Cl	6	-5	1	0	8	-29
-19	-5	-1	N#Cc1nc(COc2ccc(Br)cc2)oc1NCCN1CCOCC1	-7	-4	-3	4	10	-24

Some of the entries so far, with bars between the fields.
SMILES | TbHK1 inh | EBV gp42 block | Runt-CBFb FRET | RBBP9 inh | p47phox inh | p97 ATPase inh | Runt-SMMHC FRET | Calpain2 inh | Furin inh
COc1cccc(C(=O)OCC(=O)Nc2cc(C)c(C)cc2[N+](=O)[O-])c1 | 12 | -9 | -5 | -1 | 12 | 0 | -6 | -27 | -18
CCCCn1nnnc1SCC(=O)NNC(=O)C1CCCCC1 | 3 | -17 | 0 | 2 | -13 | -5 | -3 | 4 | -17
Cc1cc(NC(=O)c2cnn3c(C(F)F)cc(C4CC4)nc23)no1 | -5 | -10 | 1 | -3 | -11 | 2 | -4 | 2 | -18[20 µM]
Cc1ccc(N2C(=O)CC(Cc3cccc(C)c3)C2=O)cc1 (stereo not given) | -2 | -17 | -1 | -3 | -11 | 0 | -2 | 2 | -26
O=C(CSc1ccccc1)Nc1cccc(NC(=O)c2ccco2)c1 | 4 | -4 | 1 | -4 | -9 | 5 | 2 | -6 | -8

More entries:
TbHK1 inh	EBV gp42 block	Runt-CBFb FRET	smiles	RBBP9 inh	p47phox inh	p97 ATPase inh	Runt-SMMHC FRET	Calpain2 inh	Furin inh
0	-17	3	COC(=O)CSc1nnc(CSc2nc(C)cc(C)n2)n1Cc1ccco1	-4	-5	3	-1	13	-19[20 µM]
-2	-3	-2	COc1cc(C)ccc1NC(=O)c1ccc(S(=O)(=O)N2CCOCC2)cc1	-13	-16	2	3	7	-4
1	8	-4	Cc1ccc(-c2nc(NCc3cccnc3)c3ccccc3n2)cc1	-7	-31	5	-3	33	-9
-6	-9	-1	O=C(Cn1cc(C(F)(F)F)ccc1=O)Nc1ccccc1	-6	-19	4	-6	-6	-10
0	-16	-2	O=[N+]([O-])c1cc(Cl)ccc1N1CCN(c2cccc(C(F)(F)F)c2)CC1	-8	-7	3	0	16	-9
32	-17	-3	CCOC(=O)c1c(C)n(-c2ccc(C)cc2)c2ccc(OCC(O)CNCC3CCCO3)cc12 (stereo not given)	-1	8	-3	-3	-15	-9
9	3	-2	Cc1cc(Cl)c(OCCCn2cncn2)c(Br)c1	-5	-10	1	-1	1	-3[20 µM]
-14	5	-3	Cc1ccc(S(=O)(=O)N/N=C\c2ccc(Cl)c([N+](=O)[O-])c2)cc1	-4	-10	3	1	0	-9[20 µM]
-2	-2	-1	Fc1cccc(NC(=S)NCc2ccccc2Cl)c1	-8	-15	1	1	29	-9
-1	-9	-6	CCNC(=O)NC(=O)C(C)OC(=O)c1cc(S(=O)(=O)N2CCCCCC2)ccc1OC (stereo not given)	-4	-41	-5	-4	24	-30[20 µM]
-7	2	1	Cc1nn(CC#N)c(=O)n1-c1ccc(C(C)C)cc1	4	3	-1	3	-18	-27
-3	3	-1	Cn1c(SCC(=O)c2ccc(F)cc2)nnc1-c1cnccn1	-5	-4	-3	-5	-1	-30
-8	-4	-4	CCNC(=S)N1CCN(S(=O)(=O)c2cccc(C(F)(F)F)c2)CC1	-6	-21	-2	3	-6	-24
-7	-11	1	CCOC(=O)C1CCN(C(=O)Nc2c(-c3ccccc3)noc2C)CC1	3	-5	8	-2	-18	-20
-14	-10	-2	Cc1ccc(-c2nc3cccnc3s2)cc1NS(C)(=O)=O	1	-9	7	-4	-29	-30
-4	-16	-1	Cc1sc2nc(CN3CCCC3)nc(Cl)c2c1C	-2	-19	2	-3	-50	-3
-6	-8	-1	CCC(C(=O)Nc1c[nH]c(=O)[nH]c1=O)c1ccccc1 (stereo not given)	-1	4	3	0	-5	-28
-7	0	1	Cc1c(Br)c([N+](=O)[O-])nn1CC(=O)Nc1sc2c(c1C(=O)OC(C)C)CCC(C)C2 (stereo not given)	-3	1	-1	3	33	-8
-3	2	0	CCOc1ccccc1N(CC(=O)NCCSc1ccccc1)S(C)(=O)=O	-1	0	1	3	-14	-12
5	-7	-12	CC(C)C[C@H](NC(=O)c1nc[nH]c1C(=O)NCCCCCNC(=O)OC(C)(C)C)C(=O)OC(C)(C)C	-8	.	-4	-4	51*	0
-2	-4	2	COc1cccc(C(=O)OCCN(C)C(C)(C)C)c1	-6	-10	0	5	-36	-13[20 µM]
16	-6	-1	O=C(CN1C(=O)/C(=C\c2ccc(C(F)(F)F)cc2)Sc2ccccc21)NCc1ccco1	0	-3	1	-2	-50	-12
1	-6	-4	O=C(O)c1cc(-c2ccc(Cl)cc2)n(-c2ccccc2)n1	-2	4	6	-2	-43	-35
-1	1	-9	Cc1cc(C)n(-c2nc(SCC(=O)N3CCCC3)c3c4c(sc3n2)CCCC4)n1	0	-21	-6	-11	-37	1
-73	-6	3	Cc1ccc(/C=N/NC(=O)c2ccc3nc[nH]c3c2)o1	-12	3	-4	1	19	15
-7	-23	-2	CCNc1nc(SC(C)C(=O)Nc2ccccc2)nc(N(C)C)n1 (stereo not given)	-6	-3	1	3	-16	-32
-22	5	18	CCn1c(C)c(C(C)=O)c(N2CCN(C(c3ccccc3)c3ccccc3)CC2)nc1=S	1	-17	0	23	-80	-15
1	8	1	O=[N+]([O-])c1cc(C(F)(F)F)ccc1N1CCN(CCO)CC1	-8	4	-1	1	27	-19
3	-24	-3	C/C(N)=C(/C#N)C(=O)COC(=O)c1ccc(O)cc1	3	-6	4	1	-7	-17
-1	0	1	COc1ccc(CNC(=O)c2ccc(Br)cc2)cc1	-6	6	6	2	5	-12
-2	-19	-3	CC12CC3(C)CC(C)(C1)CC(NC(=O)N1CCCC1)(C2)C3	-9	0	-6	2	2	-12[20 µM]
-9	-16	0	Cc1nnc(NC(=O)c2ccco2)s1	-1	3	0	4	-5	-21
-2	-10	1	COc1ccc(CNC(=O)C2CCCN(S(=O)(=O)c3c(C)n[nH]c3C)C2)cc1 (stereo not given)	-5	-1	1	-1	-24	-27[20 µM]
-18	-16	4	CC(C)(C)C(=O)Nc1ccc(-c2cc3cc(Cl)ccc3o2)cc1	-4	-9	5	2	-24	-27
-2	-4	-2	CN(C)/C=C/C1=CC(=O)CC(C)(C)C1	0	-6	2	3	-19	-15
-38	-5	-1	O=C(N/N=C/c1ccc2c(c1)OCO2)C(=O)Nc1ccccc1	-8	-8	3	1	-127	-19
0	-12	2	COc1ccc(CN2CCNC(=O)C2CC(=O)N(C)Cc2ccon2)cc1OC (stereo not given)	5	4	4	0	-18	-9
-2	-11	-3	COc1ccc(-c2nnc(SCC(=O)Nc3cccc(Cl)c3)o2)cc1	-7	-12	8	-2	12	-29
-22	22	-8	COc1ccc(C2C(C#N)=C(N)Oc3c2sc2nc(C)cc(C)c32)cc1 (stereo not given)	-12	-8	3	-18	4	-11[20 µM]
0	-22	.	COc1cccc(-c2nc(-c3ccccn3)no2)c1	-4	-2	-19	-3	10	3[20 µM]
-4	-11	-1	CCC/C(=N\NC(=O)c1ccccc1C)c1ccccc1	-3	-9	2	-4	8	-12
-39	-17	-3	c1ccc(N2CCOCC2)c(Nc2nc3ccccc3n3cnnc23)c1	-3	-7	-1	-2	-18	-20
0	2	3	CC1CCCCC1NC(=O)CN(C)S(=O)(=O)c1cccc2nsnc12 (stereo not given)	-2	2	2	-2	-3	-15
-10	-16	2	COc1ccc(/C=N/NC(=O)CN2CCN(Cc3ccccc3)CC2)cc1Br	-11	8	-8	0	20	-24
-13	-2	-3	COc1cccc(-c2nc3ccc([N+](=O)[O-])cc3o2)c1	-7	-1	-1	-1	-4	-15
-24	-7	-1	COCCN1C(=O)C(=O)/C(=C(/O)c2ccc(C)cc2)C1c1ccccn1 (stereo not given)	-4	2	0	3	20	3
-2	6	1	O=[N+]([O-])c1ccc(S(=O)(=O)Nc2nc3ccccc3nc2Nc2ccccc2)cc1	-6	9	-2	0	-6	-11
-29	2	-2	Cc1c(SCCO)c(=O)[nH]c2cc3c(cc12)OCO3	-1	4	-8	0	-294	-11[20 µM]
-9	-5	16	NC(=O)c1sc2nc3c(c(-c4ccco4)c2c1N)CCC3	-4	-13	14	6	-7	10[20 µM]

Rows are unselected (roughly 2.7% active in at least one column).
